Source: PubChem
S100A4 inh HTS – inhibitors of S100A4-myosin IIA peptide binding, primary screen, biochemical, fluorescence polarization, TAMRA-MyoIIA peptide; Protein S100-A4 (Homo sapiens), P26447; inhibition, % at 10.7 µM; 360,000 compounds, 0.14% hits;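 active = mean inhibition of at least 70% across replicates, with every replicate also reaching that level; inconclusive = mean inhibition reaches 70% but some replicates fall short; inactive = mean inhibition below 70%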
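System – human S100A4 monomer protein, biochemical binding assay · Buffer or medium – Calcium-containing HEPES buffer, pH 7.2 · Timing – 5 min between mix addition and reading · Also added – TAMRA-labelled myosin IIA heavy-chain peptide probe, 5 nM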
Xi reactivation – activators of inactive X chromosome reactivation, primary screen, imaging, XiGFP fibroblasts, GFP high-content imaging, set 2 | XiGFP mouse fibroblasts, % GFP-positive cells imaging, 3 d; cells co-treated with 5-aza-dC sensitizer; scaled so ellipticine positive control = 100% | activation, % at 7.58 µM | 360,000 compounds, 0.055% hits | AID 743238, 2013;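 active = mean normalized replicate activation at least 10% and every replicate at or above 10%; inconclusive = only one of the two criteria met; inactive = mean below 10% and not all replicates reach 10%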;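 also: 0% = median of on-plate neutral control wells and 100% = ellipticine 6 µM median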
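material = 68-5-11 XiGFP fibroblast line | medium = DMEM plus 5-aza-dC sensitizer | schedule = 3 days compound exposure | benchmarks = positive control ellipticine, 6 µM final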
esBAF inh – Bmi1 luciferase reporter increase in mESCs, primary screen, esBAF inhibitor project, mouse ES cells, Bmi1 luciferase knock-in, single point; 350,000 compounds, 2% hits; reporter increase, % at 12.5 µM; 24 h; 100% = twice the neutral-well signal; in the data active = activation above about 40%; inconclusive = no clear call, values can overlap the other calls;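 also: 0% = median of the plate's neutral control wells and 100% = double that signal; a rise in the Bmi1 reporter signal indicates esBAF inhibition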
ERp5 block – inhibitors of ERp5-driven insulin aggregation, primary screen, biochemical, turbidity, absorbance 650 nm, single point. AID 651711, 2012. 350,000 compounds, 0.05% hits. inhibition, % at 9.99 µM. 90 min;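 active = mean replicate inhibition above about 25%, with every replicate also reaching it, limit read from the data, passing the limit was not always enough; inconclusive = only one of those two criteria met; inactive = neither criterion met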
E-sel inducer – E-selectin induction in HUVECs, primary screen, imaging, HUVEC, immunofluorescence imaging, single point; AID 686992, 2013; P16581; normalized: neutral wells 0, TNF-alpha wells 100; 260,000 compounds, 0.37% hits; activation, % at 7.58 µM;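 active = mean E-selectin-positive cell signal at least 10% of the positive control, reached in at least 60% of replicates, without over 20% cell loss; inconclusive = no rule given, readout overlaps actives, possibly toxicity-flagged; inactive = the rest, including those meeting only one limit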;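 also: in these data hits start at about 27%; measured in HUVEC primary endothelial cells; signal is the percent of cells scored E-selectin positive by PE staining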
Target sequence (P16581 whole entry, looked up): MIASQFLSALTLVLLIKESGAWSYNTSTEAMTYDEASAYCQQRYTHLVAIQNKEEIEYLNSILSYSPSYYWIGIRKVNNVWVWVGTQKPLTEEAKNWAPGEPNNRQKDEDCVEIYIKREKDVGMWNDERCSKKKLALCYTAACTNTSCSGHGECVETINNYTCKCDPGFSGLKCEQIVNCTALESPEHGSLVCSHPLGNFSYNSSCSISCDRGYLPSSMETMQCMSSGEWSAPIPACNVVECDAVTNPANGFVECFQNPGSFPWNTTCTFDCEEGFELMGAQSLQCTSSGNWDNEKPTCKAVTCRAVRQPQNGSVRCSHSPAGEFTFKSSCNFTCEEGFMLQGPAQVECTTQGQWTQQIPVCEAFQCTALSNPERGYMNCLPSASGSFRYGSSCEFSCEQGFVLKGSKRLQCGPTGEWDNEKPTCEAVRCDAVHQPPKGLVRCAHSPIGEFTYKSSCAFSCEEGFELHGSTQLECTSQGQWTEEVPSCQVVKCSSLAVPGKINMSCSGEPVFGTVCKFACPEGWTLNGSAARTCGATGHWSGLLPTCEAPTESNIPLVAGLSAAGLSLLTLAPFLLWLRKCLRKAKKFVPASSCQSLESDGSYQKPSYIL
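Assay system: HUVEC primary endothelial cells. Input: 3,000 HUVEC seeded per well. Doses: one compound dose added by pin transfer. Read-out basis: % PE-positive cells. Benchmarks: TNF-alpha high, DMSO low. Detection: immunofluorescence imaging. Buffer or medium: EGM-2, gelatin.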
RAD52 anneal inh – RAD52 DNA annealing inhibitors, primary screen, biochemical, FRET, single point, set 2; recombinant RAD52 DNA annealing, FRET fluorescence; DNA repair protein RAD52 homolog (Homo sapiens), P43351; AID 651710, 2012; 360,000 compounds, 0.46% hits; inhibition, % at 18.7 µM;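 active = every replicate showing at least 50% inhibition; inconclusive = mean inhibition at least 50% but not in every replicate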
Target sequence (P43351 whole entry, looked up): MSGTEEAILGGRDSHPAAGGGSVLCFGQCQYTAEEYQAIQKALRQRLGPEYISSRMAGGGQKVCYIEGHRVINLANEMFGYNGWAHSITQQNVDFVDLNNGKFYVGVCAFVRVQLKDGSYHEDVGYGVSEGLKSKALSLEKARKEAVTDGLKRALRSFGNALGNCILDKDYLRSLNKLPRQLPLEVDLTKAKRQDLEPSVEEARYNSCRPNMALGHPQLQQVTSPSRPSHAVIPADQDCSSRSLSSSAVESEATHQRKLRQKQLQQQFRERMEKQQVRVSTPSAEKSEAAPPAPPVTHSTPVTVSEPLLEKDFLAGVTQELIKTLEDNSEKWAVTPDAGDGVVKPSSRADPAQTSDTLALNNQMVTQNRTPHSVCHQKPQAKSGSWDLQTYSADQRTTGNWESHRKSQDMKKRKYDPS
* marks the source's active call; other numbers are inactive results; ? = inconclusive; . = not tested or not shown. Only part of the results is shown; the hit share may differ from the screen's.

Fields: S100A4 inh HTS | Xi reactivation | esBAF inh | ERp5 block | E-sel inducer | RAD52 anneal inh
CN(C)c1ccc2c(c1)[C@H]1C[C@H](CC(=O)NCc3ccccc3F)O[C@H](CO)[C@H]1O2
 : . | 0.0 | 2 | . | 0.0 | .
CC(C)NC(=O)N(C)C[C@@H]1Oc2ccc(NS(=O)(=O)c3ccc(F)cc3)cc2C(=O)N([C@H](C)CO)C[C@H]1C
 : . | 0.0 | -4 | . | -0.1 | .
COc1ccc(NC(=O)N(C)C[C@H]2OCc3cn(nn3)CCCC(=O)N([C@H](C)CO)C[C@H]2C)c(OC)c1
 : . | -0.5 | -2 | . | 0.2 | .
C[C@@H]1CN([C@H](C)CO)C(=O)c2cc(N(C)C)ccc2O[C@@H](C)CCCCO[C@H]1CN(C)C(=O)c1ccncc1
 : . | 0.0 | -2 | . | 0.1 | .
COCC(=O)N[C@@H]1C=C[C@H](CC(=O)N2CCCCC2)O[C@H]1CO
 : . | 0.0 | -3 | . | 0.1 | .
C[C@@H]1CN([C@@H](C)CO)S(=O)(=O)c2ccc(C3=CCCC3)cc2O[C@@H]1CN(C)C(=O)c1cnccn1
 : . | -0.3 | 2 | . | -0.6 | .
C[C@@H]1CN([C@H](C)CO)C(=O)CCCn2cc(nn2)CO[C@@H]1CN(C)Cc1ccccc1C(F)(F)F
 : . | -0.4 | 1 | . | 0.0 | .
C[C@H](CO)N1C[C@H](C)[C@H](CN(C)Cc2cccc(C(F)(F)F)c2)Oc2ncc(-c3cccc(F)c3)cc2C1=O
 : . | -1.3 | 1 | . | 1.2 | .
O=C(NCCN1CCCCC1)[C@@H]1N[C@@H]2c3ccc(-c4cccnc4)c(=O)n3C[C@@H]2[C@H]1CO
 : . | 0.0 | -3 | . | -0.2 | .
C[C@H]1CN([C@@H](C)CO)S(=O)(=O)c2ccc(-c3ccccc3)cc2O[C@H]1CN(C)Cc1ccccc1
 : . | -1.1 | -15 | . | -2.8 | .
C[C@@H]1CN([C@H](C)CO)C(=O)c2cc(-c3cccnc3)cnc2O[C@@H]1CN(C)C(=O)C1CCCCC1
 : . | 0.0 | -5 | . | 0.5 | .
C[C@H](CO)N1C[C@H](C)[C@@H](CN(C)C)Oc2ncc(C#CC3CCCCC3)cc2C1=O
 : . | -0.1 | -1 | . | 0.4 | .
CC(C)NC(=O)Nc1ccc2c(c1)C(=O)N([C@H](C)CO)C[C@H](C)[C@@H](CN(C)C(=O)C1CCCCC1)OCCCC[C@@H](C)O2
 : . | 0.0 | -2 | . | 0.2 | .
CNC[C@H]1Oc2ccc(NS(=O)(=O)c3ccc(OC)cc3)cc2CC(=O)N([C@H](C)CO)C[C@@H]1C
 : . | -1.1 | -4 | . | 1.5 | .
C[C@@H]1CCCCO[C@@H](CN(C)S(C)(=O)=O)[C@@H](C)CN([C@H](C)CO)C(=O)c2cc(NC(=O)CCC(F)(F)F)ccc2O1
 : . | 0.0 | 1 | . | -0.2 | .
CO[C@@H]1CN(C)C(=O)c2cc(NC(=O)C3CCOCC3)ccc2OC[C@H](C)N(C(=O)c2ccccc2)C[C@@H]1C
 : . | 0.5 | -5 | . | -0.2 | .
Cc1ccsc1/C=C1\SC(N2CC(C)OC(C)C2)=NC1=O (centres undefined)
 : . | 0.3 | 11 | . | -0.8 | .
Cc1ccc(S(=O)(=O)Nc2cccc3c2O[C@H](CN(C)Cc2ccc(Cl)c(Cl)c2)[C@H](C)CN([C@H](C)CO)C3=O)cc1
 : . | -0.1 | -1 | . | -0.4 | .
Cc1noc(C)c1NC(=O)Nc1ccc2c(c1)C(=O)N([C@H](C)CO)C[C@@H](C)[C@H](CN(C)C(=O)Nc1ccccc1)O2
 : . | -0.2 | -2 | . | -0.1 | .
CCCN(C)C[C@H]1Oc2ncc(C#CC3CC3)cc2C(=O)N([C@H](C)CO)C[C@H]1C
 : . | -0.1 | 3 | . | 0.3 | .
C[C@@H]1CN([C@@H](C)CO)C(=O)c2cccc(NS(=O)(=O)c3cccs3)c2O[C@@H]1CN(C)C(=O)Nc1ccccc1
 : . | -0.8 | -3 | . | 3.5 | .
C[C@@H]1CN([C@H](C)CO)C(=O)c2cc(-c3cccc(F)c3)cnc2O[C@H]1CN(C)Cc1cccc(F)c1
 : . | -0.7 | -8 | . | -0.2 | .
C[C@H](O)C#Cc1cnc2c(c1)C(=O)N([C@H](C)CO)C[C@H](C)[C@H](CN(C)CC1CC1)O2
 : . | -0.8 | -5 | . | -0.3 | .
Cc1noc(C)c1NC(=O)N(C)C[C@H]1Oc2c(NC(=O)Nc3ccccc3)cccc2C(=O)N([C@H](C)CO)C[C@H]1C
 : . | 0.1 | -8 | . | -0.3 | .
C[C@@H]1CN([C@@H](C)CO)C(=O)Cc2cc(NS(=O)(=O)c3ccc(Cl)cc3)ccc2O[C@@H]1CN(C)C(=O)Nc1ccc2c(c1)OCO2
 : . | -0.8 | -1 | . | 0.3 | .
CCCN(C)C[C@@H]1Oc2cc(C#CC3CCCCC3)ccc2S(=O)(=O)N([C@H](C)CO)C[C@H]1C
 : . | 0.0 | -4 | . | -0.1 | .
C[C@H](CO)N1C[C@H](C)[C@H](CN(C)C(=O)Nc2ccc(C(F)(F)F)cc2)Oc2ccc(NS(=O)(=O)c3ccccc3)cc2C1=O
 : . | 0.2 | 0 | . | 0.1 | .
Cc1ccc(S(=O)(=O)Nc2ccc3c(c2)C(=O)N([C@H](C)CO)C[C@H](C)[C@@H](CN(C)Cc2ccc(C(F)(F)F)cc2)O3)cc1
 : . | 0.1 | -5 | . | 0.3 | .
CCS(=O)(=O)Nc1ccc2c(c1)C(=O)N(C)[C@@H]1CC[C@@H](CC(=O)N[C@@H]3CCN(Cc4ccccc4)C3)O[C@@H]1CO2
 : . | 0.1 | 3 | . | -0.1 | .
CO[C@H]1CN(C)C(=O)c2cc(NC(=O)c3ccc4c(c3)OCO4)ccc2OC[C@H](C)NC[C@@H]1C
 : . | 0.0 | 1 | . | 7.7 | .
CCCN(C)C[C@H]1Oc2cc(C#CC3CCCCC3)ccc2S(=O)(=O)N([C@H](C)CO)C[C@H]1C
 : . | 0.3 | -2 | . | 0.0 | .
O=C(C[C@@H]1CC[C@@H](NC(=O)Nc2ccc3c(c2)OCO3)[C@@H](CO)O1)NCCCN1CCOCC1
 : . | -0.3 | 1 | . | -0.4 | .
CO[C@@H]1CN(C)C(=O)c2cc(NC(=O)c3ccc(F)cc3)ccc2OC[C@@H](C)N(C(=O)CN(C)C)C[C@@H]1C
 : . | 0.0 | -6 | . | 0.0 | .
C[C@H](CO)N1C[C@H](C)[C@H](CN(C)Cc2ccc(Cl)c(Cl)c2)Oc2ccc(NC(=O)Nc3ccccc3)cc2C1=O
 : . | 0.0 | 0 | . | -0.3 | .
C[C@@H]1CN([C@H](C)CO)C(=O)c2cc(NS(=O)(=O)c3ccccc3)ccc2O[C@H]1CN(C)S(=O)(=O)c1ccc(Cl)cc1
 : . | -1.1 | 6 | . | -0.4 | .
COCC(=O)Nc1ccc2c(c1)OC[C@H](C)N(C(C)=O)C[C@H](C)[C@H](OC)CN(C)C2=O
 : . | 0.4 | -1 | . | 0.2 | .
C[C@H]1CN([C@@H](C)CO)S(=O)(=O)c2ccc(-c3cccnc3)cc2O[C@@H]1CN(C)Cc1cccnc1
 : . | -0.8 | 4 | . | 0.5 | .
O=C(CCN1CCCCC1)NCC[C@@H]1CC[C@H](NC(=O)Cc2cccnc2)[C@H](CO)O1
 : . | 0.0 | -4 | . | -0.2 | .
COc1ccc(C#Cc2cnc3c(c2)C(=O)N([C@H](C)CO)C[C@@H](C)[C@@H](CN(C)C(=O)Nc2cccc(OC)c2)O3)cc1
 : . | 0.0 | 19 | . | 0.4 | .
CCCC(=O)Nc1ccc2c(c1)C(=O)N(C)C[C@H](OC)[C@@H](C)CN(Cc1ccncc1)[C@H](C)CO2
 : . | 1.5 | 0 | . | -0.1 | .
CCCN1C[C@@H](C)[C@@H](OC)CN(C)C(=O)c2cc(NC(=O)Nc3cccc(OC)c3)ccc2OC[C@H]1C
 : . | 0.2 | -1 | . | 0.2 | .
CC(C)CC#Cc1ccc2c(c1)O[C@@H](CN(C)Cc1ccccc1)[C@@H](C)CN([C@@H](C)CO)S2(=O)=O
 : . | -0.7 | -12 | . | 0.0 | .
CN(C)CC(=O)Nc1ccc2c(c1)[C@H]1C[C@@H](CC(=O)NCc3ccc4c(c3)OCO4)O[C@H](CO)[C@H]1O2
 : . | 0.3 | 0 | . | -0.1 | .
CO[C@@H]1CN(C)C(=O)c2cc(NC(=O)c3cccc(F)c3)ccc2OC[C@H](C)N(C(C)=O)C[C@@H]1C
 : . | 0.3 | -8 | . | 0.3 | .
CCCN(C)C[C@H]1OCCCC[C@@H](C)Oc2ccc(NS(=O)(=O)c3ccc(Cl)cc3)cc2C(=O)N([C@@H](C)CO)C[C@H]1C
 : . | 0.2 | -2 | . | -0.1 | .
O=C(NCc1ccccc1)[C@@H]1[C@@H](CO)[C@@H]2Cn3c(ccc(-c4cccnc4)c3=O)[C@@H]2N1Cc1cocn1
 : . | 0.2 | 5 | . | 0.0 | .
CO[C@H]1CN(C)C(=O)c2cc(NS(C)(=O)=O)ccc2OC[C@@H](C)N(Cc2cccnc2)C[C@@H]1C
 : . | 0.1 | -4 | . | -0.2 | .
C[C@H]1CN([C@@H](C)CO)C(=O)c2cc(-c3ccccc3)cnc2O[C@@H]1CN(C)C(=O)c1cccc(F)c1
 : . | 0.1 | -3 | . | 0.1 | .
COc1ccc(S(=O)(=O)Nc2cccc3c2O[C@H](CN(C)Cc2ccc(C(=O)O)cc2)[C@H](C)CN([C@H](C)CO)C3=O)cc1
 : . | 0.0 | -2 | . | -17 | .
Cc1noc(C)c1S(=O)(=O)N(C)C[C@@H]1Oc2ccc(NC(=O)CCCCCC(=O)Nc3ccccc3N)cc2CC(=O)N([C@H](C)CO)C[C@H]1C
 : . | 0.7 | . | . | 0.1 | -2
COc1ccc2c3c([nH]c2c1)[C@@H](CO)NCC31CCN(C(=O)Nc2ccc3c(c2)OCO3)CC1
 : . | 0.2 | . | . | -0.5 | 4
C/C=C/c1ccccc1[C@H]1[C@@H](CO)N(C(=O)Nc2ccc(OC)cc2)[C@H]1C#N
 : . | 1.0 | . | . | 0.0 | 5
COc1ccc2c3c(n(C)c2c1)[C@@H](CO)N(C(=O)c1ccc(F)cc1)CC31CN(C)C1
 : . | -0.1 | . | . | 0.1 | 2
CCCC#Cc1ccc2c(c1)[C@H]1[C@H](CCN1C(=O)C1CC1)[C@H](CO)N2
 : . | 0.2 | . | . | 0.4 | -11
COc1cccc(C#Cc2ccc([C@@H]3[C@@H](C#N)N(C(=O)C4CCCC4)[C@H]3CO)cc2)c1
 : . | -0.1 | . | . | -0.1 | -6
C/C=C/c1ccc([C@H]2[C@@H](CO)N(C(=O)CC3CC3)[C@H]2CNC(C)C)cc1
 : . | 0.3 | . | -2 | 0.1 | .
CN1C(=O)c2cc(NC(=O)C3CC3)ccc2OC[C@@H]2O[C@@H](CC(=O)O)CC[C@@H]21
 : . | 0.0 | . | -2 | 0.0 | .
COc1ccc2c3c([nH]c2c1)[C@@H](CO)N(Cc1ccccn1)CC31CN(C(=O)c2ccccn2)C1
 : 25 | -0.1 | . | . | ? | .
